GLP1R inv ag: GLP-1 receptor (human) inverse agonism. Potency, µM (series often up to 38.3 µM), inactives show at the top dose activity change, negative = inhibition, hits mostly inhibitors. 1.6% of 410,000 active. HEK293 GLP-1R CRE-luciferase, luminescence, 24 h; GLP-1R form is constitutively active. P43220; further: on the % scale 0 is the no-effect control and ±100 the full control effect; nearly all actives have a fitted effect of over 55% in size
Target sequence (P43220 whole entry, looked up): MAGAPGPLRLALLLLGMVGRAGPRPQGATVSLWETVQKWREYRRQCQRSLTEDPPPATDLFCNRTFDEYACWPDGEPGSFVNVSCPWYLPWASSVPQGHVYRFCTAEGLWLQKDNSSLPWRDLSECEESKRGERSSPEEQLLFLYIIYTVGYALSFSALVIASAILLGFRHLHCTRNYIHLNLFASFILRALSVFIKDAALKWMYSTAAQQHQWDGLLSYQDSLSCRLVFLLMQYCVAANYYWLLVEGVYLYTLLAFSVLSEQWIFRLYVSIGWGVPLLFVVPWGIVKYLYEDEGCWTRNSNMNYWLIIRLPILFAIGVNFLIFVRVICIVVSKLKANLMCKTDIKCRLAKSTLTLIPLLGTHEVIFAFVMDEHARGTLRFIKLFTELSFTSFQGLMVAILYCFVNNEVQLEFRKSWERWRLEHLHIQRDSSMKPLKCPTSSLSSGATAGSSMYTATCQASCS
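Inverse agonists were sought by their lowering of basal cAMP reporter luciferase output in HEK293 cells stably carrying constitutively active human GLP-1R, after 24 h compound treatment.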
HEK293 tox: cytotoxicity counter-screen for GLP-1 receptor inverse agonists. Potency, µM (highest dose often 38.3 µM), for inactives: top-dose activity change, negative = inhibition, actives largely listed as inhibitors. HEK293 cAMP-luciferase reporter cells, luminescence, 24 h. 0.13% of 410,000 active;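 further: loss of luciferase light is scored as toxicity; on the % scale 0 is the no-effect control and ±100 the full control effect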
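Compound-treated cells are incubated 24 hr at 37 deg C under 5% CO2 after a 12 hour attachment period, then luciferase detection reagent is added and luminescence is measured following 12 min at room temperature; lowered signal indicates toxicity.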
GLP1R ag: agonists of human GLP-1 receptor | HEK293 GLP-1R CRE-luciferase, luminescence, 4-6 h; cells express a hypersensitive GLP-1R form | 0.007% of 380,000 active | Potency, µM (series often up to 45.6 µM), for inactives: top-dose activation, hits mostly activators | AID 624172; further: % of control where 0% means no effect
SW480 rereplic: DNA re-replication induction in SW480 cells; SW480 DNA re-replication, Hoechst DNA content imaging, 48 h; Potency, µM (highest dose often 46.1 µM), for the others: at the highest dose re-replication activation, hits mostly activators; 1.8% of 340,000 active; AID 624297; further: % of control where 0% means no effect; nearly all actives have a fitted effect of over 55% in size
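DNA re-replication was detected as more nuclei of elevated Hoechst intensity after 48 hr exposure to compound (23 nL pinned per well of 250 cells).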
HT1080NT lethal: kills 2HG-producing HT-1080-NT fibrosarcoma cells; HT-1080-NT fibrosarcoma viability, CellTiter-Glo ATP luminescence, 48 h; Potency, µM (highest dose often 46.1 µM), inactives show top-dose activity, negative = less viability, most hits filed as cytotoxic; 1.6% of 360,000 active; AID 686970;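 further: NT is the 2HG producing partner of a matched IDH1 knockdown line; 0% = DMSO-treated cells and -100% = media-only wells without cells; nearly all actives have a fitted effect of over 55% in size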
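Viability by CellTiter-Glo luminescence after 48 h compound exposure at 37C of HT-1080-NT cells (750/well, RPMI, 5% FBS). % activity scaled between DMSO wells and medium-only wells, then curve-fitted and categorized by curve class.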
HT1080 IDH1KD tx: toxicity to HT-1080 IDH1 knockdown cells (counter line) | HT-1080 IDH1 knockdown viability, ATP luminescence, 48 h | Potency, µM (titrated, usually from 46.1 µM), for the others: at the top dose activity, negative = toxicity, hits mostly cytotoxic | 2% of 360,000 active;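 further: 0% = DMSO wells and -100% = cell-free medium wells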
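Using the IDH1-knockdown HT-1080 line run in the same batch and compound series as the NT line, viability after 48 h at 37 °C was determined by CellTiter-Glo luminescence and expressed as % activity.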
KB-3-1 tox: KB-3-1 parental cell cytotoxicity; AID 1347075; 1.4% of 400,000 active; Potency, µM (highest dose often 46.1 µM), for the others: at the top dose activity change, negative = cytotoxic, usual class: cytotoxic; KB-3-1 viability, CellTiter-Glo ATP luminescence, 72 h; further: on the % scale 0 is the no-effect control and ±100 the full control effect; nearly all actives have a fitted effect of over 60% in size
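KB-3-1 parental drug-naive adenocarcinoma cells in DMEM/10% FBS, incubated 72 h at 37 C with pin-transferred compounds across a concentration series. Viability by CellTiter-Glo luminescence; concentration-response curves fitted after normalization.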
TDP-43 yeast inh: TDP-43 toxicity inhibition in yeast; 1.8% of 410,000 active; Potency, µM (series often up to 46.1 µM), without a hit: at the highest dose growth rescue (activation), most hits filed as activators; AID 652104; TDP-43 expressing yeast growth rescue, BacTiter-Glo, 24 h; further: % of control where 0% means no effect; nearly all actives have a fitted effect of over 50% in size
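Yeast expressing TDP-43 (pregrown in raffinose, seeded at OD600=0.02 in galactose medium) exposed to compounds 24 hr at 30 deg C. Growth read by BacTiter-Glo luminescence; rescue of toxicity appears as increased signal.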
KB-V1 MDR tox: KB-V1 MDR subline cytotoxicity | KB-V1 MDR cells viability, CellTiter-Glo, 72 h | Potency, µM (doses to about 46.1 µM), without a hit: at the highest dose activity change, negative = cytotoxicity, most hits filed as cytotoxic | 3.4% of 400,000 active; further: on the % scale 0 is the no-effect control and ±100 the full control effect; nearly all actives have a fitted effect of over 60% in size
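Drug-selected KB-V1 cells, grown in DMEM lacking phenol red with 10% FBS, receive compound titrations; after three days at 37 degrees C, surviving cell ATP is quantified by CellTiter-Glo luminescence and responses normalized and curve-fitted.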
An asterisk follows results filed as active; [ ] = remark or other dose. The call rests on the fitted dose curve; in most records, active means well fitted curve in the direction sought with a large enough effect; inconclusive means small, poorly fitted or top-dose-only effect, or another doubt; inactive means no such curve, though single readings can be large; an effect the other way counts as inactive or inconclusive. Potency means the concentration at half of the fitted maximal effect.

Results for CC1(C(=O)Nc2ccc3c(c2)OCCO3)CCN1Cc1ccc2ccccc2c1 (centres undefined) ?
GLP1R inv ag: inconclusive; HEK293 tox: -11%; GLP1R ag: 11%; HT1080NT lethal: inconclusive; HT1080 IDH1KD tx: inconclusive; KB-3-1 tox: inconclusive; TDP-43 yeast inh: 21%; KB-V1 MDR tox: 21µM*

Results for COC(=O)c1cc(-c2ccc(Cl)cc2Cl)n[nH]1 ?
GLP1R inv ag: -17%; HEK293 tox: -9%; GLP1R ag: 19%; SW480 rereplic: 1%; HT1080NT lethal: 2%; HT1080 IDH1KD tx: 0%; KB-3-1 tox: -1%; TDP-43 yeast inh: inconclusive; KB-V1 MDR tox: 0%

How did CC1(C)CC(NC(=O)c2ccccc2)CC(C)(C)N1 do in these assays?
GLP1R inv ag: -1%; HEK293 tox: 5%; GLP1R ag: 0%; SW480 rereplic: 3%; HT1080NT lethal: 3%; HT1080 IDH1KD tx: 1%; KB-3-1 tox: 3%; TDP-43 yeast inh: -11%; KB-V1 MDR tox: 2%

Results for NC(=O)CC(NC(=O)Cc1cccc2ccccc12)c1ccc(N2CCC(Br)CC2)c([N+](=O)[O-])c1 (centres undefined) ?
GLP1R inv ag: -24%; HEK293 tox: -28%; GLP1R ag: 4%; SW480 rereplic: 1%[9.22 µM]; HT1080NT lethal: -18%; HT1080 IDH1KD tx: -8%; KB-3-1 tox: -26%; TDP-43 yeast inh: 6%; KB-V1 MDR tox: -7%

Results for NC(=O)C1CCN(C(=S)c2cccs2)CC1 ?
GLP1R inv ag: -12%; HEK293 tox: -15%; GLP1R ag: -5%; SW480 rereplic: -2%[9.22 µM]; HT1080NT lethal: -3%; HT1080 IDH1KD tx: 3%; KB-3-1 tox: 7%; TDP-43 yeast inh: -11%; KB-V1 MDR tox: 4%

How did CC12CC(NC(=O)N1c1ccc(C(=O)N3CCN(c4ccc(F)cc4)CC3)cc1)c1ccccc1O2 (centres undefined) do in these assays?
GLP1R inv ag: inconclusive; HEK293 tox: -17%; GLP1R ag: -3%; SW480 rereplic: 1%; HT1080NT lethal: -18%; HT1080 IDH1KD tx: -2%; KB-3-1 tox: inconclusive; TDP-43 yeast inh: 7%; KB-V1 MDR tox: 9%

How did Nc1nc(Sc2c([N+](=O)[O-])cc(C(F)(F)F)cc2[N+](=O)[O-])n[nH]1 do in these assays?
GLP1R inv ag: inconclusive; HEK293 tox: inconclusive; GLP1R ag: -3%; SW480 rereplic: inconclusive; HT1080NT lethal: inconclusive; HT1080 IDH1KD tx: inconclusive; KB-3-1 tox: 16%; TDP-43 yeast inh: 8%; KB-V1 MDR tox: 18%

What do the screens show for `O=C(CCNC(=O)c1ccccc1Cl)NNC(=O)c1ccccc1O`?
GLP1R inv ag: -3%; HEK293 tox: 6%; GLP1R ag: 8%; SW480 rereplic: -3%; HT1080NT lethal: -6%; HT1080 IDH1KD tx: -13%; KB-3-1 tox: -5%; TDP-43 yeast inh: -3%; KB-V1 MDR tox: inconclusive

How did CS(=O)(=O)N(CC(=O)N1CCOCC1)c1cc(C(F)(F)F)ccc1Cl do in these assays?
GLP1R inv ag: 10%; HEK293 tox: 1%; GLP1R ag: -2%; SW480 rereplic: -5%; HT1080NT lethal: -1%; HT1080 IDH1KD tx: 1%; KB-3-1 tox: -2%; TDP-43 yeast inh: -4%; KB-V1 MDR tox: -13%

Results for CCC(C)NC(=O)C1CCC(CNS(=O)(=O)c2ccc3c(c2)CC(C)N3C(=O)C2CC2)CC1 (centres undefined) ?
GLP1R inv ag: 71%[activator]; HEK293 tox: 0%; GLP1R ag: 6%; SW480 rereplic: -7%; HT1080NT lethal: -4%; HT1080 IDH1KD tx: -6%; KB-3-1 tox: -5%; TDP-43 yeast inh: -7%; KB-V1 MDR tox: -3%

How did CCCCNC(=O)Cn1cnc([N+](=O)[O-])n1 do in these assays?
GLP1R inv ag: 12%; HEK293 tox: 1%; GLP1R ag: -3%; SW480 rereplic: 7.3µM*; HT1080NT lethal: -6%; HT1080 IDH1KD tx: -6%; KB-3-1 tox: -4%; TDP-43 yeast inh: -11%; KB-V1 MDR tox: inconclusive

How did Cc1ccc(S(=O)(=O)Nc2ccccc2F)cc1C(=O)NNC(=O)c1csc(N2CCOCC2)n1 do in these assays?
GLP1R inv ag: -13%; HEK293 tox: 1%; GLP1R ag: 13%; SW480 rereplic: -86%[inhibitor]; HT1080NT lethal: -3%; HT1080 IDH1KD tx: 1%; KB-3-1 tox: 3%; TDP-43 yeast inh: -14%; KB-V1 MDR tox: 7%

What do the screens show for `CC1=NN(c2nc3ccccc3[nH]2)C(=O)/C1=C/N(C)C`?
GLP1R inv ag: -9%; HEK293 tox: -7%; GLP1R ag: -2%; SW480 rereplic: 3%; HT1080NT lethal: 21µM*; HT1080 IDH1KD tx: 2.9µM*; KB-3-1 tox: 5.8µM*; TDP-43 yeast inh: -62%[inhibitor]; KB-V1 MDR tox: inconclusive

What do the screens show for `S=c1[nH]nc(-c2cc(-c3ccccc3)n[nH]2)n1/N=C/c1c2ccccc2cc2ccccc12`?
GLP1R inv ag: 84%[activator]; HEK293 tox: -7%; GLP1R ag: 21%; SW480 rereplic: inconclusive; HT1080NT lethal: inconclusive; HT1080 IDH1KD tx: inconclusive; KB-3-1 tox: 5%; TDP-43 yeast inh: -16%; KB-V1 MDR tox: 4%

What do the screens show for `CCN(CC)S(=O)(=O)c1ccc(N2CCCC2)c(NC(=O)c2c(-c3ccccc3)noc2C)c1`?
GLP1R inv ag: 14%; HEK293 tox: inconclusive; GLP1R ag: 9%; SW480 rereplic: 9%; HT1080NT lethal: 4%; HT1080 IDH1KD tx: 7%; KB-3-1 tox: 13%; TDP-43 yeast inh: 10%; KB-V1 MDR tox: -11%

Overlap with the part before: two compounds; new compounds follow.
What do the screens show for `S=c1[nH]nc(-c2cc(-c3ccccc3)n[nH]2)n1/N=C/c1c2ccccc2cc2ccccc12`?
GLP1R inv ag: 84%[activator]; HEK293 tox: -7%; GLP1R ag: 21%; SW480 rereplic: inconclusive; HT1080NT lethal: inconclusive; HT1080 IDH1KD tx: inconclusive; KB-3-1 tox: 5%; TDP-43 yeast inh: -16%; KB-V1 MDR tox: 4%

What do the screens show for `CCN(CC)S(=O)(=O)c1ccc(N2CCCC2)c(NC(=O)c2c(-c3ccccc3)noc2C)c1`?
GLP1R inv ag: 14%; HEK293 tox: inconclusive; GLP1R ag: 9%; SW480 rereplic: 9%; HT1080NT lethal: 4%; HT1080 IDH1KD tx: 7%; KB-3-1 tox: 13%; TDP-43 yeast inh: 10%; KB-V1 MDR tox: -11%

How did CCN(C[C@H]1N[C@@](Cc2ccccc2)(C(=O)OC)[C@H]2C(=O)N(C)C(=O)[C@@H]12)C(C)=O do in these assays?
GLP1R inv ag: 16%; HEK293 tox: 0%; GLP1R ag: -2%; SW480 rereplic: inconclusive; HT1080NT lethal: 18%; HT1080 IDH1KD tx: 12%; KB-3-1 tox: 9%; TDP-43 yeast inh: -8%; KB-V1 MDR tox: -1%

What do the screens show for `CCc1cc(C(=O)NNC(=O)CCl)sc1C`?
GLP1R inv ag: -29%; HEK293 tox: inconclusive; GLP1R ag: 8%; SW480 rereplic: -77%[inhibitor]; HT1080NT lethal: -25%; HT1080 IDH1KD tx: -12%; KB-3-1 tox: -16%; TDP-43 yeast inh: 13%; KB-V1 MDR tox: inconclusive

How did Clc1ccc(CSc2ncccn2)cc1 do in these assays?
GLP1R inv ag: 4%; HEK293 tox: -5%; GLP1R ag: 0%; SW480 rereplic: 12%; HT1080NT lethal: -20%; HT1080 IDH1KD tx: 14%; KB-3-1 tox: 6%; TDP-43 yeast inh: 19%; KB-V1 MDR tox: 2%

What do the screens show for `Cc1ccc(C(=O)OCC(=O)NC2CC2)cc1S(=O)(=O)N1CCOCC1`?
GLP1R inv ag: -3%; HEK293 tox: 4%; GLP1R ag: -3%; SW480 rereplic: -1%; HT1080NT lethal: 15%; HT1080 IDH1KD tx: 8%; KB-3-1 tox: -18%; TDP-43 yeast inh: -3%; KB-V1 MDR tox: -8%

How did COc1ccc(C(=O)CCC(=O)N2CCN(c3cc(C)ccc3C)CC2)cc1 do in these assays?
GLP1R inv ag: inconclusive; HEK293 tox: 1%; GLP1R ag: -7%; SW480 rereplic: inconclusive; HT1080NT lethal: -6%; HT1080 IDH1KD tx: -14%; KB-3-1 tox: 0%; TDP-43 yeast inh: 20%; KB-V1 MDR tox: -5%

What do the screens show for `NC(=O)C1CCN(C(=O)c2ccco2)CC1`?
GLP1R inv ag: -3%; HEK293 tox: -7%; GLP1R ag: 5%; SW480 rereplic: inconclusive; HT1080NT lethal: 11%; HT1080 IDH1KD tx: 4%[9.24 µM]; KB-3-1 tox: 0%; TDP-43 yeast inh: -11%; KB-V1 MDR tox: 1%

How did Cc1noc(C)c1C(=O)OC(C)C(=O)NC(C)c1ccc(Cl)cc1Cl (centres undefined) do in these assays?
GLP1R inv ag: inconclusive; HEK293 tox: -31%; GLP1R ag: -5%; SW480 rereplic: -13%; HT1080NT lethal: -2%; HT1080 IDH1KD tx: 0%; KB-3-1 tox: -12%; TDP-43 yeast inh: 19%; KB-V1 MDR tox: -12%

How did CCC(=O)NCCNc1nc2cc(C)cc(C)c2cc1C#N do in these assays?
GLP1R inv ag: 9%; HEK293 tox: -11%; GLP1R ag: 11%; SW480 rereplic: 0%; HT1080NT lethal: 25%; HT1080 IDH1KD tx: 8%; KB-3-1 tox: 8%; TDP-43 yeast inh: -15%[0.397 µM]; KB-V1 MDR tox: 4%

How did O=S(=O)(Nc1ccc(Cl)cc1)c1cccc2cccnc12 do in these assays?
GLP1R inv ag: inconclusive; HEK293 tox: inconclusive; GLP1R ag: 7%; SW480 rereplic: -1%; HT1080NT lethal: -20%; HT1080 IDH1KD tx: -24%; KB-3-1 tox: 0%; TDP-43 yeast inh: 2%; KB-V1 MDR tox: -5%

How did COc1cccc(Oc2cncnc2-c2ccc(OC)cc2O)c1 do in these assays?
GLP1R inv ag: inconclusive; HEK293 tox: 5%; GLP1R ag: 5%; SW480 rereplic: inconclusive; HT1080NT lethal: 0%; HT1080 IDH1KD tx: -20%; KB-3-1 tox: -1%; TDP-43 yeast inh: 20µM*; KB-V1 MDR tox: -13%

High-throughput results deposited in PubChem by National Center for Advancing Translational Sciences (NCATS).
